Bioassay records from PubChem.
Polio RdRp inh: poliovirus RdRp elongation inhibitors, primary screen, biochemical, fluorescence polarization, total intensity; Genome polyprotein (Poliovirus type 1 (strain Mahoney)), P03300; poliovirus polymerase elongation; active compounds read low; % elongation, % (compound at 16.7 µg/mL); hit rate 0.66% among 150,000; AID 588519, 2011; in the data active = % elongation below about 90%; note: some results filed as inactive read as strong as hits
Target sequence (P03300 1749-2209 limits assumed): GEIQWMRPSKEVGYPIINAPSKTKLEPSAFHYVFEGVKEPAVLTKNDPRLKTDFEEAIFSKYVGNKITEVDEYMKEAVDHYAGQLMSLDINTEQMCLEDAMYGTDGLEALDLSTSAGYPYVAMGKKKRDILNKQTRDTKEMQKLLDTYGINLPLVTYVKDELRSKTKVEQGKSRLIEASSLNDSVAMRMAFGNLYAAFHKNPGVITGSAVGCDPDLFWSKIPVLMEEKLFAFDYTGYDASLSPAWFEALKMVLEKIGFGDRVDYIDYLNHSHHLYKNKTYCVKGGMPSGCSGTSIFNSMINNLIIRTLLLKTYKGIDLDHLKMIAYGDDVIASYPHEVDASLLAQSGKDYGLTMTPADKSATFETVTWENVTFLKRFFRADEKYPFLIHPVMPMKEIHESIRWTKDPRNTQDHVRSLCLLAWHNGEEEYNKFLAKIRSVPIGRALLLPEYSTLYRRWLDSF
Polio RdRp inh FP z-score: also measured in Polio RdRp inh; calls as there; z-score; measured here: FP z-score; hits read low
Numbers without * were called inactive.

What do the screens show for `COc1ccc(CCNc2oc(COc3cccc(C)c3)nc2C#N)cc1OC`?
Polio RdRp inh: 102; Polio RdRp inh FP z-score: -0.8

How did O=C(O)c1c2c(nc3ccccc13)CCC(c1ccccc1)C2 (stereo not given) do in these assays?
Polio RdRp inh: 101; Polio RdRp inh FP z-score: -0.2

Results for Cc1ccc(CNC(=O)Cc2coc3cc(C)cc(C)c23)cc1 ?
Polio RdRp inh: 114; Polio RdRp inh FP z-score: 0

What do the screens show for `CC(Sc1nnc(C2CC2)n1C1CC1)C(=O)c1ccc(NS(C)(=O)=O)cc1` (stereo not given)?
Polio RdRp inh: 102; Polio RdRp inh FP z-score: -0.1

Results for CC(C)(C)NC1CCCCC1NS(=O)(=O)c1ccccc1 (stereo not given) ?
Polio RdRp inh: 103; Polio RdRp inh FP z-score: -0.1

What do the screens show for `Cc1ccc(S(=O)(=O)CCN2CCN(c3ccccc3)CC2)cc1`?
Polio RdRp inh: 99; Polio RdRp inh FP z-score: -0.5

Results for COc1cc(Cl)c(C)cc1NC(=O)c1cnn(-c2ccc(F)cc2F)c1C1CCN(C(=O)OC(C)(C)C)CC1 ?
Polio RdRp inh: 103; Polio RdRp inh FP z-score: -0.6

What do the screens show for `CC(C)(C)c1cc(C(C)(C)C)n(-c2ccc(C(=O)NN)cc2)n1`?
Polio RdRp inh: 103; Polio RdRp inh FP z-score: 0.1

How did Cn1c(CNC(=O)c2ccco2)nnc1SCC(=O)c1ccccc1 do in these assays?
Polio RdRp inh: 102; Polio RdRp inh FP z-score: 0.7

What do the screens show for `CC(=O)Nc1nonc1NC1=CC(=O)CC(C)(C)C1`?
Polio RdRp inh: 103; Polio RdRp inh FP z-score: 0

Results for CC(C)CC1N=C2c3ccccc3N=C(SCC(=O)NCCc3ccc(S(N)(=O)=O)cc3)N2C1=O (stereo not given) ?
Polio RdRp inh: 99; Polio RdRp inh FP z-score: -0.6

What do the screens show for `Nc1c(C(=O)c2ccc3c(c2)OCCO3)oc2ccccc12`?
Polio RdRp inh: 107; Polio RdRp inh FP z-score: 0.6

How did O=S1(=O)c2ccccc2N(Cc2ccc(F)cc2)c2ccccc21 do in these assays?
Polio RdRp inh: 106; Polio RdRp inh FP z-score: 0

What do the screens show for `CC1=Nc2cc(C(=O)N(C)Cc3ccccc3)ccc2Sc2ccc(Cl)cc21`?
Polio RdRp inh: 103; Polio RdRp inh FP z-score: 0.4

Results for CCOc1ccc(Nc2nc(N)nc(CN3CC(C)CC(C)C3)n2)cc1 (stereo not given) ?
Polio RdRp inh: 107; Polio RdRp inh FP z-score: 1.2

Some of these compounds in order of SMILES length, descending:
What do the screens show for `CC(Sc1nnc(C2CC2)n1C1CC1)C(=O)c1ccc(NS(C)(=O)=O)cc1` (stereo not given)?
Polio RdRp inh: 102; Polio RdRp inh FP z-score: -0.1

What do the screens show for `CC1=Nc2cc(C(=O)N(C)Cc3ccccc3)ccc2Sc2ccc(Cl)cc21`?
Polio RdRp inh: 103; Polio RdRp inh FP z-score: 0.4

What do the screens show for `Cc1ccc(S(=O)(=O)CCN2CCN(c3ccccc3)CC2)cc1`?
Polio RdRp inh: 99; Polio RdRp inh FP z-score: -0.5

Going on with the list:
How did CCN(CC)C(=O)C1c2ccccc2C(=O)N2CCc3cc(OC)c(OC)cc3C12 (stereo not given) do in these assays?
Polio RdRp inh: 100; Polio RdRp inh FP z-score: -0.4

How did S=C(NCc1ccccc1)N1CCCCCC1 do in these assays?
Polio RdRp inh: 106; Polio RdRp inh FP z-score: 0.5

Results for O=C1CC(c2cccc(C(F)(F)F)c2)C2=C(CCCC2=O)N1 (stereo not given) ?
Polio RdRp inh: 99; Polio RdRp inh FP z-score: -0.2

Results for O=C1CC(Sc2nnc(-c3ccccc3O)o2)C(=O)N1c1ccccc1 (stereo not given) ?
Polio RdRp inh: 102; Polio RdRp inh FP z-score: 0.4

What do the screens show for `CCOC(=O)c1sc2ccccc2c1S(=O)(=O)Nc1ccc(N(C)C)cc1`?
Polio RdRp inh: 111; Polio RdRp inh FP z-score: 1.4

Results for O=C(O)c1cc(Cl)c[nH]1 ?
Polio RdRp inh: 102; Polio RdRp inh FP z-score: -0.2

Results for O=C(COC(=O)Cc1cccc(C(F)(F)F)c1)NC1CCCCC1 ?
Polio RdRp inh: 101; Polio RdRp inh FP z-score: -0.5

Results for CCSC1=N/C(=C\c2cccc(F)c2)C(=O)S1 ?
Polio RdRp inh: 102; Polio RdRp inh FP z-score: 0.1

How did Cn1c(=O)n(-c2ccc3c(c2)OCO3)c2nc(-c3ccccc3)nc(C(N)=O)c21 do in these assays?
Polio RdRp inh: 104; Polio RdRp inh FP z-score: -0.8

What do the screens show for `CC(Oc1ccc(Cl)cc1Cl)C(=O)NC1=NN(c2ccccc2)C(=O)C1` (stereo not given)?
Polio RdRp inh: 100; Polio RdRp inh FP z-score: -0.3

How did Cc1ccc2nc(CSc3nc4ccccc4c(=O)[nH]3)cc(=O)n2c1 do in these assays?
Polio RdRp inh: 106; Polio RdRp inh FP z-score: 0.5

How did CCOC(=O)c1cc(-c2ccc(F)cc2)n(CC(=O)NC2CCCCCC2)c1C do in these assays?
Polio RdRp inh: 98; Polio RdRp inh FP z-score: -1

How did Cc1cc(-c2ccc(S(=O)(=O)Nc3ccc(Cl)cc3)cc2)on1 do in these assays?
Polio RdRp inh: 104; Polio RdRp inh FP z-score: -0.1

What do the screens show for `Cc1nn(-c2ccccc2)nc1CNS(=O)(=O)c1ccc2c(c1)OCCN2C`?
Polio RdRp inh: 104; Polio RdRp inh FP z-score: 0.2

How did O=C1Nc2ccccc2SC1N1CCCCC1 (stereo not given) do in these assays?
Polio RdRp inh: 103; Polio RdRp inh FP z-score: 0.1

Filtered by structure, those above with an aryl thioether with sulfur outside any ring
What do the screens show for `CC(Sc1nnc(C2CC2)n1C1CC1)C(=O)c1ccc(NS(C)(=O)=O)cc1` (stereo not given)?
Polio RdRp inh: 102; Polio RdRp inh FP z-score: -0.1

How did Cn1c(CNC(=O)c2ccco2)nnc1SCC(=O)c1ccccc1 do in these assays?
Polio RdRp inh: 102; Polio RdRp inh FP z-score: 0.7

Results for O=C1CC(Sc2nnc(-c3ccccc3O)o2)C(=O)N1c1ccccc1 (stereo not given) ?
Polio RdRp inh: 102; Polio RdRp inh FP z-score: 0.4

How did Cc1ccc2nc(CSc3nc4ccccc4c(=O)[nH]3)cc(=O)n2c1 do in these assays?
Polio RdRp inh: 106; Polio RdRp inh FP z-score: 0.5

Additional records
How did CCOC(=O)c1sc2ccc(S(=O)(=O)N3CCOCC3)cc2c1N do in these assays?
Polio RdRp inh: 104; Polio RdRp inh FP z-score: 1.2

How did COc1cccc(CNC(=O)c2c(O)nc3ccccn3c2=O)c1 do in these assays?
Polio RdRp inh: 111; Polio RdRp inh FP z-score: 1.9

What do the screens show for `Cc1cc2c(cc3c(SCc4cccc(F)c4)nnc(C)n32)o1`?
Polio RdRp inh: 111; Polio RdRp inh FP z-score: 0.6

How did CCOc1ccc(OCCOc2ccc(CN3CCN(CC(=O)N(C)C)CC3)cc2OCC)cc1 do in these assays?
Polio RdRp inh: 94; Polio RdRp inh FP z-score: -1.2

How did CSc1ccc(/C=C/C(=O)OCC(N)=O)cc1 do in these assays?
Polio RdRp inh: 104; Polio RdRp inh FP z-score: 0.5

How did Cc1ccc(-c2nc(=S)c3c(n2CCCO)CCCC3)cc1 do in these assays?
Polio RdRp inh: 101; Polio RdRp inh FP z-score: 0.2

What do the screens show for `Cc1ccc(OCCn2c(CNc3cccc(C)c3)nc3ccccc32)cc1`?
Polio RdRp inh: 105; Polio RdRp inh FP z-score: -0.2

How did CC(NC(=O)c1ccc(Cn2c(SCc3ccccc3)nc3cccnc32)cc1)c1ccccc1 (stereo not given) do in these assays?
Polio RdRp inh: 110; Polio RdRp inh FP z-score: 0

Results for O=C(O)c1cccc(NC(=O)c2cccc(S(=O)(=O)N3CCCCC3)c2)c1 ?
Polio RdRp inh: 105; Polio RdRp inh FP z-score: 0.9

How did CN1CCC(N(C)C(=O)CNC(=O)c2ccc(Oc3ccccc3)cc2)CC1 do in these assays?
Polio RdRp inh: 105; Polio RdRp inh FP z-score: 1

Results for CCN(CC)c1ccc(NC(=O)COc2ccccc2OC)cc1 ?
Polio RdRp inh: 105; Polio RdRp inh FP z-score: -0.2

How did CN(Cc1ccccc1)C(=O)CCc1nc2cccnc2n1-c1ccccc1 do in these assays?
Polio RdRp inh: 99; Polio RdRp inh FP z-score: -0.5

How did Brc1cccc(OCc2nnc3n2CCC3)c1 do in these assays?
Polio RdRp inh: 104; Polio RdRp inh FP z-score: 0.1

Results for Cc1ccc(N2CC(NC(=O)c3ccccc3C(F)(F)F)CC2=O)cc1C (stereo not given) ?
Polio RdRp inh: 115; Polio RdRp inh FP z-score: 1.8

How did O=C(O)CCc1oc2cc(O)ccc2c(=O)c1-c1nc2ccccc2[nH]1 do in these assays?
Polio RdRp inh: 102; Polio RdRp inh FP z-score: 0.3

What do the screens show for `c1ccc(-c2n[nH]c3ccccc23)cc1`?
Polio RdRp inh: 102; Polio RdRp inh FP z-score: 0.1

What do the screens show for `Cc1ccccc1Nc1n[nH]c(=S)s1`?
Polio RdRp inh: 92; Polio RdRp inh FP z-score: -1.1

What do the screens show for `Cc1cccc(N(C)C(=O)c2cccc3c2SCCC3=O)c1`?
Polio RdRp inh: 105; Polio RdRp inh FP z-score: 0.6

How did COc1ccccc1-c1nnc(-c2ccccc2O)o1 do in these assays?
Polio RdRp inh: 107; Polio RdRp inh FP z-score: 0.4

How did O=C(Nc1ccccc1)Nc1cccc2ccccc12 do in these assays?
Polio RdRp inh: 103; Polio RdRp inh FP z-score: 0.1

How did Cc1ccc(Nc2nnc(-c3ccc(C)c(S(=O)(=O)N4CCOCC4)c3)c3ccccc23)c(C)c1 do in these assays?
Polio RdRp inh: 105; Polio RdRp inh FP z-score: 0.1

Results for COc1ccccc1C(=O)Nc1ccc(OCc2cc(=O)n3cc(C)sc3n2)cc1 ?
Polio RdRp inh: 101; Polio RdRp inh FP z-score: -0.9

How did CCOc1ccc(Br)cc1S(N)(=O)=O do in these assays?
Polio RdRp inh: 99; Polio RdRp inh FP z-score: -0.8

Results for Cc1nn(C2CCS(=O)(=O)C2)c(Cl)c1/C=C/C(=O)OCC(=O)c1ccc(Cl)s1 (stereo not given) ?
Polio RdRp inh: 116; Polio RdRp inh FP z-score: 1.6

Results for CCC(=O)N1CCc2cc(S(=O)(=O)NC(Cc3ccccc3)C(=O)NCc3ccccc3)ccc21 (stereo not given) ?
Polio RdRp inh: 105; Polio RdRp inh FP z-score: 0.2

What do the screens show for `N#Cc1cc2c(nc1SCC(=O)Nc1ccc(OC(F)(F)F)cc1)C1CCN2CC1`?
Polio RdRp inh: 107; Polio RdRp inh FP z-score: 0.7

Results for O=C(O)CSCc1nc2ccccc2[nH]1 ?
Polio RdRp inh: 99; Polio RdRp inh FP z-score: -0.4

How did CC(C)c1ccc(S(=O)(=O)NC2CC(C)(C)NC(C)(C)C2)cc1 do in these assays?
Polio RdRp inh: 108; Polio RdRp inh FP z-score: 0.7

Results for Cn1c2ccccc2c2cnn(CC(=O)NCc3ccc4c(c3)OCO4)c(=O)c21 ?
Polio RdRp inh: 102; Polio RdRp inh FP z-score: -0.6

How did COC(CNC(=O)c1ccc2c(c1)N(Cc1cccc(Cl)c1)C(=O)c1ccccc1S2=O)OC (stereo not given) do in these assays?
Polio RdRp inh: 102; Polio RdRp inh FP z-score: 0.7

How did Oc1ccccc1/C=N/N1CCCCC1 do in these assays?
Polio RdRp inh: 103; Polio RdRp inh FP z-score: 0.1

Results for Cc1cc(C)c(NC(=O)Cn2c(=O)n(Cc3ccc4c(c3)OCO4)c(=O)c3ccccc32)c(C)c1 ?
Polio RdRp inh: 110; Polio RdRp inh FP z-score: 1.3

What do the screens show for `CCCc1cc(=O)[nH]c(SCC(=O)N2CCN(c3ccccc3)CC2)n1`?
Polio RdRp inh: 99; Polio RdRp inh FP z-score: -2

What do the screens show for `Fc1ccc(-c2nnn3c2nc(N2CCCC2)c2ccccc23)cc1`?
Polio RdRp inh: 99; Polio RdRp inh FP z-score: -0.9

Results for CCCCOc1cccc(C(=O)Nc2cccc(-c3nc4ncccc4o3)c2C)c1 ?
Polio RdRp inh: 109; Polio RdRp inh FP z-score: 1.1

Results for COc1ccc(C(=O)N2CC(=O)Nc3ccc(Br)cc3C2c2ccc(F)cc2)cc1OC (stereo not given) ?
Polio RdRp inh: 102; Polio RdRp inh FP z-score: -0.3

What do the screens show for `CCn1c(=O)c(=O)n(CC)c2cc(S(=O)(=O)Nc3ccc(C)cc3)ccc21`?
Polio RdRp inh: 103; Polio RdRp inh FP z-score: -0.4

How did Cc1ccc(-c2nc3nc(C)cc(C)n3c2Nc2ccc3c(c2)OCCO3)cc1 do in these assays?
Polio RdRp inh: 108; Polio RdRp inh FP z-score: -1.1

What do the screens show for `Cc1ccc(C(=O)Nc2nc3nc(-c4ccccc4)cc(=O)n3[nH]2)cc1`?
Polio RdRp inh: 105; Polio RdRp inh FP z-score: -0.4

What do the screens show for `CC(C)c1ccc(-c2noc(SCC(=O)N3CCCCC3C)n2)cc1` (stereo not given)?
Polio RdRp inh: 108; Polio RdRp inh FP z-score: 0.2

Results for NC(=S)N/N=C/c1cccc(Br)c1 ?
Polio RdRp inh: 99; Polio RdRp inh FP z-score: -0.6

What do the screens show for `CCn1c(CN2CCC(C)CC2)nc2cc(NC(=O)COc3ccc([N+](=O)[O-])cc3)ccc21`?
Polio RdRp inh: 108; Polio RdRp inh FP z-score: 0.5

A portion of the library; count on the stated rates, not on these rows.
